Compound activity as filed in PubChem.
697 NFkB inh: inhibitors of PMA/ionomycin-induced NF-kB reporter, 697 cells, primary screen, B-cell NF-kB inhibitor project, cell-based, luminescence, uHTS; inhibition, % at 4 µM; 697 B-cell NF-kB luciferase reporter, 16 h; AID 435022, 2010; actives 0.33% (n = 330,000); in the data active means inhibition above about 35%
Apaf-1 inh: inhibitors of human Apaf-1 apoptosome, primary screen, biochemical, DEVD-Rh110 fluorescence, uHTS; AID 489030, 2010; inhibition, % at 20 µM; actives 0.71% (n = 330,000); reconstituted apoptosome caspase-3 activity; Apoptotic protease-activating factor 1 (Homo sapiens), O14727; active means inhibition of at least 40% at 20 µM;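 further: plate controls were DMSO wells for no effect and DEVD-CHO caspase inhibitor wells for full effect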
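Material: cell-free apoptosome with Apaf-1, procaspase-3 and caspase-9; Buffer or medium: Hepes pH 7.5 with detergent and BSA; Reagent: cytochrome c trigger plus (Z-DEVD)2-Rh110 caspase-3 substrate; Times: compound with Apaf-1, dATP, procaspase-3 30 min, then 50 min reaction, room temperature; Technique: Rh110 fluorescence intensity.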
Gli-Sufu antag: Gli-Sufu pathway antagonists, primary screen, luciferase luminescence, Sufu-KO-LIGHT cells, uHTS. Sufu-KO-LIGHT fibroblasts, Gli luciferase reporter luminescence. inhibition, % at 5 µM. actives 0.74% (n = 340,000). AID 588413, 2011;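 active means inhibition above about 55%, limit read from the data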;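 further: 0% = DMSO-treated cells and 100% = wells with medium but no cells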
SENP8 block: SENP8 protease inhibitors, primary screen, biochemical, luminescence | actives 1.2% (n = 330,000) | inhibition, % at 10 µM | purified SENP8, Z-RLRGG-aminoluciferin cleavage | AID 2540, 2010 | Sentrin-specific protease 8 (Homo sapiens), Q96LD8
HKDC1 inh: HKDC1 hexokinase inhibitors, primary screen, biochemical, fluorescence, uHTS; Q2TB90; recombinant HKDC1, G6PDH/diaphorase resazurin coupled fluorescence; inhibition, % at 20 µM; actives 0.16% (n = 340,000);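 active means inhibition above about 35% when tested at 20 µM, limit read from the data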;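 further: plate controls were DMSO wells with enzyme for no effect and DMSO wells lacking enzyme for full effect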
Target sequence (Q2TB90 whole entry, looked up): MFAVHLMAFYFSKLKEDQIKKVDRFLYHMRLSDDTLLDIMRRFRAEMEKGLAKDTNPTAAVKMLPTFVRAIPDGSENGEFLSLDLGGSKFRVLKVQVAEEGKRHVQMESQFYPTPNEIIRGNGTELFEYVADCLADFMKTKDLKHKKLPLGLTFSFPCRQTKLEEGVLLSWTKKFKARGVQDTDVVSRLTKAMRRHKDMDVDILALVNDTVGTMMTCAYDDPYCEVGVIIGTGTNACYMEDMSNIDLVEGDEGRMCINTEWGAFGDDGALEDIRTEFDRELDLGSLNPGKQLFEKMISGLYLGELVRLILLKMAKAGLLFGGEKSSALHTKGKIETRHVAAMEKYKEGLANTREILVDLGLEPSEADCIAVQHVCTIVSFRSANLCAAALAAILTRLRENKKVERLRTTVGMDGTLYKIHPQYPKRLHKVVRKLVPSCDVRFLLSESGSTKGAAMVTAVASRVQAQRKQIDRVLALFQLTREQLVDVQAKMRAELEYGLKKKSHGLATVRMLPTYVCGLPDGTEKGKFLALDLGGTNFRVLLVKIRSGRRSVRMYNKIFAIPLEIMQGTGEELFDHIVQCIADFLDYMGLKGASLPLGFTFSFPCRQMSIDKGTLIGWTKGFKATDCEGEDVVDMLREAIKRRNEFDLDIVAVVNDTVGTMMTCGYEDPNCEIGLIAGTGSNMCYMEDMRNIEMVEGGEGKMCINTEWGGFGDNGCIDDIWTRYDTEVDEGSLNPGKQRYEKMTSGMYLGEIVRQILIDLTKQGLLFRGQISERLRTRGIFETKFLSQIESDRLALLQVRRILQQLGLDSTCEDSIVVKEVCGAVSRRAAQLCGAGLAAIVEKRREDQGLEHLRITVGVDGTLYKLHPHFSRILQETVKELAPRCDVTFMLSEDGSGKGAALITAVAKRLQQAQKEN
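Material: recombinant HKDC1 hexokinase; Amount: HKDC1 at 5 µg/mL; Medium: Tris pH 8.0 buffer with MgCl2, Tween-20, BSA, BME; Schedule: 90 min reaction incubation at room temperature, dark; Technique: coupled resazurin fluorescence, excitation 525 nm, emission 613 nm.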
UBC13 polyUb: UBC13 polyubiquitin chain formation inhibitors, primary screen, biochemical, TR-FRET, uHTS | inhibition, % at 20 µM | actives 0.47% (n = 330,000); in the data active means inhibition above about 45%, passing the limit was not always enough
Target sequence (P61088 whole entry, looked up): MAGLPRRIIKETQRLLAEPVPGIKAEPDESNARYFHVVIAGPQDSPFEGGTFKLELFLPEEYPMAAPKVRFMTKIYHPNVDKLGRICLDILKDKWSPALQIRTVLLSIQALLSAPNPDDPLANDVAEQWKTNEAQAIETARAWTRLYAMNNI
Jurkat NFkB inh: inhibitors of induced NF-kB luciferase reporter, primary screen, TCR NF-kB activation inhibitor project, cell-based, luminescence, uHTS. actives 0.53% (n = 330,000). inhibition, % at 4 µM. Jurkat, PMA/ionomycin-induced NF-kB luciferase reporter
SENP7 block: SENP7 protease inhibitors, primary screen, biochemical, luminescence, uHTS | Sentrin-specific protease 7 (Homo sapiens), Q9BQF6 | recombinant SENP7, Z-RLRGG-aminoluciferin luminescence, 40 min | inhibition, % at 5 µM | actives 1.5% (n = 330,000) | AID 434973, 2010;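 active means inhibition above about 50% at the single test dose, limit read from the data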;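 further: plate controls were DMSO with enzyme for no effect and no enzyme buffer wells for full effect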
Starred values were filed as active, the others as inactive. Unless noted, no stated cut-off is given here; in the data, active means inhibition above about 50%; inactive means the rest.

SMILES	697 NFkB inh	Apaf-1 inh	Gli-Sufu antag	SENP8 block	HKDC1 inh	UBC13 polyUb	Jurkat NFkB inh	SENP7 block
CC(C(=O)N1CCc2ccccc2C1)N1C(=O)c2ccccc2C1=O (configuration not stated)	8	-7	4	3	-6	4	5	0
COc1cc(NC(=O)Nc2ccccc2)c(OC)cc1NC(=O)CN1CCCCC1	-14	17	5	-3	10	-1	-28	-2
Cc1cccc(C(=O)Nc2cccc(C(=O)N/N=C/c3ccccn3)c2)c1	6	5	-3	4	-2	-1	10	-7
Cc1c(Cl)c([N+](=O)[O-])nn1CCCC(=O)NC1CCCCC1	19	-9	0	-6	-7	-1	15	3
COc1ccc(C(=O)NC(=S)NCCO)cc1Br	2	11	-9	-21	-10	-6	2	-17
CSc1n[nH]c(NC(C)=O)n1	16	5	-6	-10	-8	4	-8	-7
O=C(Nc1nnc(SCc2ccccc2)s1)C1=COCCO1	-108	13	2	-8	-1	-2	2	4
CCCCc1cc(=O)oc2cc(OCc3nn[nH]n3)ccc12	7	-3	0	2	-2	6	12	-4
COCc1nnc(NC(=O)C2CC(=O)N(CCc3ccc(F)cc3)C2)s1 (configuration not stated)	-12	12	-19	-7	1	-2	-16	-5
Cc1ccc(NC(=O)c2cc3ccccc3oc2=O)cc1S(=O)(=O)N(C)C	-48	11	78*	25	-2	-1	56*	73*
COc1cccc(C(=O)Nc2nc3ccccc3s2)c1	-331	3	-101	86*	0	-4	-176	91*
CCN(c1ccc(NC(=O)c2ccc(N3CCCC3=O)cc2)cc1)C(C)C	-40	5	1	6	-3	2	19	0
C/C(=N\NC(=O)c1ccccn1)c1ccc(Cl)cc1	-137	-9	-91	41	-6	7	-124	26
CNc1nc(-c2ccccn2)nnc1-c1ccccc1	2	-4	24	1	-1	-1	-8	3
CN(c1ccccc1)S(=O)(=O)c1cccc(NC(=O)C2=NNC(=O)CC2)c1	-14	12	-10	-8	-2	-6	9	-7
Nc1nc(SCC(=O)c2c(N)n(Cc3ccccc3)c(=O)[nH]c2=O)n[nH]1	21	-12	-2	6	-11	4	-1	1
COc1ccc(/C=N/NC(=O)c2c(Br)cnn2C)c2ccccc12	7	3	5	-9	-7	11	5	-8
COC(=O)c1c(C(=O)OC)c(-c2ccccc2)n2c1CCC2	5	-13	-1	-5	2	14	4	5
CCOc1cc(Br)c(CN2C(=O)NC3(CCCCCC3)C2=O)cc1OCC	-27	17	-8	1	-1	3	4	2
Cc1cc(C(F)(F)F)nn1-c1nc(-c2ccco2)cc(C(F)(F)F)n1	-21	10	-1	-1	6	5	-19	9
CC(NC(=O)Cn1cccc1C(=O)c1ccccc1)c1ccc2c(c1)OCCO2 (configuration not stated)	6	7	24	-5	-6	0	-1	3
CCc1c(C)nc(SCC(=O)N2C(C)CCCC2C)[nH]c1=O (configuration not stated)	1	7	7	-5	-2	-5	14	-10
O=C1CN2NC(=S)N(c3ccc(Cl)cc3)C2=CN1c1ccc(Cl)cc1	12	7	-2	-10	-4	-2	-15	6
CCN1CCN(Cc2ccc(NC(=O)c3ccc(C)c(NC(=O)c4c[nH]c5cc(C(F)(F)F)ccc5c4=O)c3)cc2C(F)(F)F)CC1	8	39	6	-7	-3	108*	-23	-3
CCOC(=O)C1=C(CC)Nc2ccccc2N=C1NC(=O)c1cccc(S(=O)(=O)N2CCOCC2)c1	-5	1	-5	1	-7	-3	-4	-2
Cc1ccccc1OC1CCN(C(=O)C2CCC(=O)N(C3CCCC3)C2)CC1 (configuration not stated)	-37	6	15	2	-10	-3	6	8
CCc1cccc2c1Sc1ccccc1CC2N1CCNCC1 (configuration not stated)	-30	13	5	-11	-1	14	7	12
N#Cc1ccccc1Sc1ccccc1C(=O)OCC(N)=O	-31	-9	-1	9	-20	-4	-18	-3
O=C(Nc1cnccn1)c1ccc(F)cc1Cl	7	-18	2	7	2	0	6	0
Cc1ccc(-n2nnnc2SCC(=O)N2CCNC2=O)cc1C	-6	-448	-1	1	2	20	-2	-5

As entered above.
O=C(Nc1cnccn1)c1ccc(F)cc1Cl in 697 NFkB inh is listed with 7
CCN1CCN(Cc2ccc(NC(=O)c3ccc(C)c(NC(=O)c4c[nH]c5cc(C(F)(F)F)ccc5c4=O)c3)cc2C(F)(F)F)CC1 in HKDC1 inh is listed with -3
CC(NC(=O)Cn1cccc1C(=O)c1ccccc1)c1ccc2c(c1)OCCO2 (configuration not stated) in Gli-Sufu antag is listed with 24
Cc1ccc(-n2nnnc2SCC(=O)N2CCNC2=O)cc1C in SENP7 block is listed with -5
CCc1cccc2c1Sc1ccccc1CC2N1CCNCC1 (configuration not stated) in Gli-Sufu antag is listed with 5
CCOC(=O)C1=C(CC)Nc2ccccc2N=C1NC(=O)c1cccc(S(=O)(=O)N2CCOCC2)c1 in SENP8 block is listed with 1
Cc1ccccc1OC1CCN(C(=O)C2CCC(=O)N(C3CCCC3)C2)CC1 (configuration not stated) in Apaf-1 inh is listed with 6

Next entries follow:
SMILES	697 NFkB inh	Apaf-1 inh	Gli-Sufu antag	SENP8 block	HKDC1 inh	UBC13 polyUb	Jurkat NFkB inh	SENP7 block
CCOc1ccc(S(=O)(=O)NCc2ccccn2)cc1NC(=O)c1ccccc1F	11	7	21	5	-4	15	54*	2
COc1ccc(N(CC(=O)NCc2ccncc2)S(=O)(=O)c2ccc(C)c([N+](=O)[O-])c2)cc1	22	-17	7	0	2	-2	5	1
N#CCSc1nc2ccc(N3CCOCC3)cc2c(=O)n1CCc1ccccc1	4	24	-9	2	11	10	-19	5
O=C(CCC(=O)Nc1cccc(Cl)c1)N/N=C/c1cc([N+](=O)[O-])ccc1O	8	2	2	3	-6	-21	9	-5
Cc1cccc(OCc2nnc(SCC(=O)NCCc3ccccc3)o2)c1	16	-8	3	2	-15	5	9	0
CCCc1nc2oc3c(NCc4ccccn4)ncnc3c2c2c1COC(C)(C)C2	7	16	-18	8	34	6	-4	7
COc1ccc(C(=O)NCCc2cc3ccc(C)c(C)c3[nH]c2=O)cc1OC	4	3	30	1	5	0	-7	8
COc1ccc(-n2nnnc2SCC(=O)Nc2nnc(C)s2)cc1	15	0	59*	-7	6	-9	7	-1
COc1ccc(-c2c(C(C)=O)c(C)n(C)c2C)cc1	-6	6	7	4	-5	-8	-3	6
CC(C)OCC1CC(CC(=O)Nc2ccc([N+](=O)[O-])cc2)C(=O)O1 (configuration not stated)	10	-4	-2	-5	-11	0	8	2
CCC1CCCCN1CCCNC(=O)CSc1nc2nc(C)c(Cc3ccccc3)c(C)n2n1 (configuration not stated)	-11	7	32	0	-3	-5	-10	-4
O=[N+]([O-])c1ccc(CSc2nnc(Cc3ccccc3)n2-c2ccc(F)cc2)cc1	8	13	7	2	4	20	17	-2
CC(C)c1nnc(NC(=O)c2cccc(-n3cnnn3)c2)s1	20	-3	-2	-4	-9	2	12	-1
CC(C)(C)C1(C)OC(C(=O)NC2CCCCC2)C(C(=O)NC2CCCCC2)O1 (configuration not stated)	18	-13	6	0	-4	6	1	-2
CCC(C)NC(=O)c1ccc(CNS(=O)(=O)c2ccc3c(c2)C(C)(C)C(=O)N3C)cc1 (configuration not stated)	14	-2	1	-1	-4	-3	8	6
CSc1ccccc1NC(=O)CN(C)C(=O)COc1cccc2cccnc12	-7	34	1	0	17	-14	-6	5
Cc1ccc(S(=O)(=O)c2nc(-c3ccccc3F)oc2N2CC(C)OC(C)C2)cc1 (configuration not stated)	15	21	14	8	0	-1	10	-3
COc1ccc(-n2cnnc2SCC(=O)N2CCN(c3ccccc3)CC2)cc1	12	-5	-4	-6	-4	4	0	-8
C=CCN1C(=O)CC(C(=O)NC)SC1=Nc1ccc(C(=O)OCC)cc1 (configuration not stated)	17	-5	7	-2	-6	1	6	0
COc1ccc(C(=O)CC(=O)c2ccc(F)cc2)cc1	-88	5	-15	3	-6	3	-73	7
CCS(=O)CCSC(=N)N (configuration not stated)	-18	9	35	-3	-11	6	4	1
Nc1c(N(CCC2=CCCCC2)C(=O)CCCOc2ccccc2)c(=O)[nH]c(=O)n1Cc1ccccc1	5	-12	10	-6	4	-5	1	-5
CC(C)[C@@H](C(=O)N1CCNCC1)n1cc(CCO)nn1	-2	-7	-11	-7	-4	2	3	9
CCOC(=O)C1=C(O)/C(=C/c2cn(CC(=O)NCC3CCCO3)c3ccccc23)SC1=Nc1ccc(C)cc1 (configuration not stated)	-12	23	11	13	-2	-8	18	-5
CSc1ccccc1OCc1cc(C(=O)NCCc2ccco2)no1	-24	17	-6	3	2	4	-10	1
O=S(=O)(Nc1nc2ccccc2[nH]1)c1ccc(Cl)cc1	-1	4	14	2	-2	52*	15	1
COC(CNS(=O)(=O)c1ccc(S(=O)(=O)NC2CC2)cc1)OC	16	-3	-3	0	1	10	1	-6
COc1ccc(C(c2sc3nc(C)nn3c2O)N2CCN(Cc3ccccc3)CC2)cc1OC (configuration not stated)	-7	2	3	6	-4	-6	-15	-8
COc1cc([N+](=O)[O-])ccc1NC(=O)NCC1CCN(Cc2ccc(Cl)cc2)CC1	-5	25	19	-15	0	-1	-6	-9
CCN1CCN(c2nc3c(c(=O)[nH]c(=O)n3C)n2CCCSc2ncccn2)CC1	10	-10	-3	1	-7	6	16	-5
C/C(=C\c1ccccc1)C(=O)N1CCN(Cc2ccc3c(c2)OCO3)CC1	-13	-7	7	1	-5	2	-14	2
Cc1ccc(N2C(=O)c3ccc(C(=O)N4CCN(Cc5ccccc5)CC4)cc3C2=O)cc1	-4	6	-26	-1	-11	4	-1	0
CCOc1cc(NC(=S)NCCCOC)c(OCC)cc1NC(=O)c1cccs1	1	0	4	-5	12	14	5	5
COc1ccccc1N(C)S(=O)(=O)c1ccc(C(=O)Nc2ncc(C)s2)cc1	-25	9	8	2	3	1	12	2
O=C(Nc1ccc(S(=O)(=O)NCc2ccccc2)cc1)c1ccccc1[N+](=O)[O-]	7	5	1	3	10	6	16	2
COc1ccc(-n2c(SCC(=O)Nc3nccs3)nc3c(c2=O)SC(C)C3)cc1 (configuration not stated)	5	11	45	1	6	6	0	13
COc1nc(OC/C(N)=N/O)nc(N2CCOCC2)n1	4	3	-5	4	3	3	-5	4
Cn1c(SCC(=O)NC2CCCCCC2)nnc1-c1ccco1	6	-6	6	0	0	-7	0	-1
O=C(/C=C/c1cc2c(cc1Br)OCO2)NCc1ccc(Cl)cc1	-15	-7	-13	-3	-6	-7	10	-3
C/C=C\C=C/C(=O)Nc1cccc(C2=NOC3(C2)C[C@@H](C(N)=O)N(C(=O)C2(C)CC2)C3)c1 (some centres not stated)	13	1	-14	2	-4	-1	18	-12
CN(C)CCNC(=O)c1c(NC(=O)c2ccccc2)sc2c1CCCC2	-17	11	17	5	-6	18	-3	3
CCOC(=O)Nc1cccnc1Sc1ccc(Cl)cc1	-36	-2	-1	10	3	-6	-21	14
O=C(CN1C(=O)/C(=C/c2ccc(C(F)(F)F)cc2)Sc2ccccc21)NCCCN1CCOCC1	-20	20	8	-4	0	10	4	11
COC(CNC(=O)c1cccnc1)OC	9	-4	-4	0	12	-8	4	2
O=C(Cc1n[nH]c(=O)c2ccccc12)NC(c1ccccc1)c1ccccc1	19	-11	-2	1	10	11	12	-2

A portion from the list above, for reference:
SMILES	697 NFkB inh	Apaf-1 inh	Gli-Sufu antag	SENP8 block	HKDC1 inh	UBC13 polyUb	Jurkat NFkB inh	SENP7 block
O=C(CN1C(=O)/C(=C/c2ccc(C(F)(F)F)cc2)Sc2ccccc21)NCCCN1CCOCC1	-20	20	8	-4	0	10	4	11
COC(CNC(=O)c1cccnc1)OC	9	-4	-4	0	12	-8	4	2
O=C(Cc1n[nH]c(=O)c2ccccc12)NC(c1ccccc1)c1ccccc1	19	-11	-2	1	10	11	12	-2
